Assay outcomes from PubChem BioAssay.
14-3-3 PPI – 14-3-3 gamma protein interaction modulation; AID 422; FP, 14-3-3gamma / TMR-pS259-Raf peptide binding; P61981; inhibition, % at 40 µM; actives 0.19% (n = 160,000); in the data active means inhibition above about 30%;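 further: 0% = protein plus tracer without compound and 100% = blank with tracer alone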
Target sequence (P61981 whole entry, looked up): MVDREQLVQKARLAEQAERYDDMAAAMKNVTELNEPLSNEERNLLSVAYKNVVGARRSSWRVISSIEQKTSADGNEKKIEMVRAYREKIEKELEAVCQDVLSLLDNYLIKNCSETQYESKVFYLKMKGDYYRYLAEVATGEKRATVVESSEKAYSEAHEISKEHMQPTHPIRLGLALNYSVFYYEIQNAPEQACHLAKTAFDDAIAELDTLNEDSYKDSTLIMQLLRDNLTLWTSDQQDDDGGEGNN
An asterisk follows results filed as active; & = joins results of further samples. Only part of the results is shown; rates above refer to the full screens.

SMILES | 14-3-3 PPI
COCCCn1c(=N)c(C(N)=S)cc2c(=O)n3cccc(C)c3nc21 | -2&-6
CCn1c(SCC(=O)n2nc(C)cc2C)nnc1-c1ccc2c(c1)OCO2 | 8
OCC(CO)(CO)N=Cc1cc(Br)ccc1O | 0
Cc1ccc(N2CC(C(=O)NCc3cccs3)CC2=O)cc1 (stereo unspecified) | 6
O=C(NCCN1CCOCC1)c1nn2c(c1Br)NC(c1ccccc1)CC2C(F)(F)F (stereo unspecified) | 7
CCOC(=O)C1CCN(Cc2cc(Cl)c3cccnc3c2O)CC1 | 4
CCOC(=O)c1cnc2ccc(C)cc2c1N(C)Cc1ccccc1 | 10
Cc1cc(NC(=O)Cn2c(=O)n(-c3ccccc3)c(=O)c3c(C)c(C)sc32)n[nH]1 | 2
COc1ccccc1NC(=O)N1CCn2c(nc3ccccc32)C1 | -6
COc1ccccc1Nc1nc(-c2cccnc2)nc2ccccc12 | -6
Cc1ccc(CNC(=O)CCn2c(=S)[nH]c3ccsc3c2=O)cc1 | -10
Cc1ccsc1/C=c1\sc2ncnn2c1=O | -50

The list goes on; it opens with the 4 that closed the last part.
SMILES | 14-3-3 PPI
COc1ccccc1NC(=O)N1CCn2c(nc3ccccc32)C1 | -6
COc1ccccc1Nc1nc(-c2cccnc2)nc2ccccc12 | -6
Cc1ccc(CNC(=O)CCn2c(=S)[nH]c3ccsc3c2=O)cc1 | -10
Cc1ccsc1/C=c1\sc2ncnn2c1=O | -50
CCOC(=O)c1c(-c2ccccc2)oc2ccc(NS(=O)(=O)c3cc([N+](=O)[O-])ccc3Cl)cc12 | -19
CC(=O)n1c(SCC(=O)Nc2ccc(C(C)C)cc2)nc2ccccc21 | -70
O=C(c1cccc(Oc2c(Cl)cccc2[N+](=O)[O-])c1)N1CCOCC1 | 5
CCN(CC)C(=O)c1c2c(nc3ccccc13)CCCC2 | -1
CCC(=O)N1CCN(c2nc(C)nc3sc(C)c(C)c23)CC1 | 8
COc1ccc(-c2cn3c(C)c(C(N)=O)sc3n2)cc1 | -7
COc1ccc(OCC(Cn2cnc3ccccc32)OC(C)=O)cc1 (stereo unspecified) | -5
COc1ccc(NS(=O)(=O)c2ccc(NS(=O)(=O)c3ccc4c(c3)OCCO4)cc2)cc1 | 1
CCN1C(=O)CC(C(=O)Nc2ccc(C(=O)O)cc2)SC1=Nc1ccc(C(=O)OC)cc1 (stereo unspecified) | -4
Cc1cc(C(=O)NCCc2ccc(S(N)(=O)=O)cc2)ccc1[N+](=O)[O-] | -7
CCOC(=O)c1c(NC(=O)c2cc([N+](=O)[O-])ccc2Cl)sc(C(=O)N2CCCCC2)c1C | 2
CCCCNC1=C(Br)C(=O)CC(C)(C)C1 | 3
CCOC(=O)CCCNC(=O)COC(=O)c1cc(C)cc(C)c1 | -3
CCSCCOC(=O)C1=C(C)NC2=C(C(=O)CC(c3cccs3)C2)C1c1ccccc1Cl (stereo unspecified) | -12
COC(=O)C1=C(C)NC2=C(C(=O)CCC2)C1c1ccc(Br)cc1 (stereo unspecified) | -8
CC1(C)CC(=O)C2=C(C1)Nc1cc3c(cc1C2c1ccc(Br)cc1)OCCO3 (stereo unspecified) | -1
O=C(c1ccccc1F)N1c2ccccc2CCc2ccccc21 | -3
COc1ccc(C(NC(=O)CN2CC(=O)Nc3ccccc32)C(=O)Nc2c(C)cccc2C)cc1 (stereo unspecified) | -5
COc1ccccc1C(=O)NCCN1CCN(C(=O)c2ccccc2OC)CC1 | -4
Cc1ccccc1-c1noc(-c2ccc(O)cc2)n1 | -6
O=C1CCc2cc(S(=O)(=O)N3CCC(C(=O)Nc4nccs4)CC3)ccc2N1 | -12
O=C1c2ccccc2C(=O)N1CCCn1nnc(-c2ccc(N3CCOCC3)cc2)n1 | -6
Cc1ccc(CCNC(=O)C2CCCN(S(=O)(=O)c3cccc4nsnc34)C2)cc1 (stereo unspecified) | -6
CC(=O)c1cccc(NC(=O)Nc2cccnc2)c1 | -1

Filtered by structure: the compounds so far with an NH in an aromatic ring.
SMILES | 14-3-3 PPI
Cc1cc(NC(=O)Cn2c(=O)n(-c3ccccc3)c(=O)c3c(C)c(C)sc32)n[nH]1 | 2
Cc1ccc(CNC(=O)CCn2c(=S)[nH]c3ccsc3c2=O)cc1 | -10

Later entries.
SMILES | 14-3-3 PPI
O=S(=O)(c1ccc(-c2cn3ccccc3n2)cc1)N1CCOCC1 | -1
CSc1ccccc1Sc1cc(C(=O)NC2CCCC2)c2ccccc2n1 | -11
C=CCN(C(=O)c1ccccc1)c1ccc(OC)cc1 | 0
CCC(=O)N1CCc2cc(S(=O)(=O)CCC(=O)N3CCCCC3CC)ccc21 (stereo unspecified) | 16
COc1ccccc1CNC(=O)c1ccc(Cn2c(=O)c3ccccc3n(Cc3cccc([N+](=O)[O-])c3)c2=O)cc1 | -1
Nc1c(S(=O)(=O)c2cccs2)c2nc3ccccc3nc2n1CC1CCCO1 (stereo unspecified) | 3
CCOc1cc(C2C3=C(CC(C)(C)CC3=O)OC3=C2C(=O)CC(C)(C)C3)cc(Cl)c1O | -12
CCOc1cc(C(=O)N2CCN(c3ccccc3)CC2)cc(OCC)c1OCC | 6
COCCCNC(=O)CCCn1c(=O)[nH]c2ccc(Br)cc2c1=O | -7
CC1CCCC(NC(=O)CN(C)S(=O)(=O)c2cccc3cccnc23)C1C (stereo unspecified) | 1
CCOC(=O)Cc1nc2ccc([N+](=O)[O-])cc2o1 | -10
CC(C)OC(=O)CSc1nnc(Cc2ccccc2)n1C | -1
O=C(Nc1ccc(-c2nc3ccccc3s2)c(O)c1)c1cccc(Cl)c1 | 2
N=c1c2c3c(sc2ncn1CCN1CCOCC1)CCCCC3 | -1
COc1ccc(CCn2c(=O)[nH]c3cc(C(=O)NCc4ccccc4)ccc3c2=O)cc1OC | 5
CC(C)c1ccc(-c2csc(NC(=O)C3C4CCC(O4)C3C(=O)O)n2)cc1 (stereo unspecified) | 0
COc1cc(C2C3=C(CC(C)(C)CC3=O)OC3=C2C(=O)CC(C)(C)C3)cc(Cl)c1O | -4
O=C(O)c1ccccc1-c1ccc(C=Cc2cc(C(F)(F)F)[nH]c(=O)n2)o1 | -51
COc1cccc2cc(C(=O)NC(C)=O)c(=Nc3ccc(C(C)=O)cc3)oc12 | -2
O=C(C1CCC1)N1CCc2cc(S(=O)(=O)NCCC3=CCCCC3)ccc21 | -11
CC(=O)N(c1ccc(C)cc1Br)S(=O)(=O)c1ccc2ccccc2c1 | 3
CCOc1ccc(CSC2=NCCN2)cc1Cl | -10
CCCCOc1ccc(C(=O)NCc2n[nH]c(=S)n2-c2ccccc2)cc1 | 1
CCOC(=O)c1c(-c2cccs2)csc1NC(=O)CSc1nnc2cc(C)c3ccccc3n12 | -8
CN(CC(=O)N1CCCCCC1)S(=O)(=O)c1cccc2cccnc12 | -5
CN(CCc1ccccc1)C(=O)CCSCc1ccccc1F | 0
O=C1CC(C(=O)Nc2ccc(Cl)cc2)SC(=Nc2ccccc2)N1 (stereo unspecified) | -14
CC(CN1C(C)CCCC1C)OC(=O)c1ccc(F)cc1 (stereo unspecified) | -1
CCSc1nc2c(c(=O)n1-c1ccc(Cl)cc1)SCC2 | -8
O=C(CSCc1cccc(Br)c1)N1CCOCC1 | 0
CNc1cc(NS(=O)(=O)c2ccc(N)cc2)nc(NC)n1 | 5
c1ccc(-c2nc3ccccn3c2Nc2ccc3c(c2)OCO3)cc1 | -7
CN(CC(=O)Nc1cccc2c1CCCC2)S(=O)(=O)c1cccs1 | -15
CC1CCN(C(=O)CCCOc2cc(=O)n(C)c3ccccc23)CC1 | -1
COc1ccc(S(=O)(=O)N2CCN(c3ccc([N+](=O)[O-])cc3)CC2)cc1OC | -34
CC1CCCCC1NC(=O)C1CCCN(c2nc3ccccc3o2)C1 (stereo unspecified) | -8
O=C1CCCC2=C1C(c1ccc(F)cc1)n1ncnc1N2 (stereo unspecified) | 0
CCOC(=O)c1ccc(N2C(=O)CC(SCC(=O)Nc3ccc4ccccc4c3)C2=O)cc1 (stereo unspecified) | -61
COCCn1c(SCCC(C)C)nnc1-c1c[nH]c2ccccc12 | -2
Cc1ccc(-n2c(SCC(=O)Nc3cccc(Cl)c3C)nc3[nH]ncc3c2=O)cc1 | -6
COc1ccccc1C(=O)Nc1nc(N)n(-c2ccccc2)n1 | -6
CCOc1ccccc1NC(=O)c1cc(-c2ccc(Cl)s2)nc2ccccc12 | -3
N#Cc1nc(-c2ccco2)oc1N1CCN(C(c2ccccc2)c2ccccc2)CC1 | -6
COc1ccc(-c2c(C)n([O-])c3c([n+]2=O)CCCC3)cc1OC | 6
NC(=O)SCC(=O)Nc1cccc(Cl)c1 | 1
CCC1CCCCN1CCCNC(=O)c1cc(=O)[nH]c2ccc(S(=O)(=O)N3CCCCCC3)cc12 (stereo unspecified) | -48
CC(=O)N1CCCc2cc(S(=O)(=O)NC(C)(C)C)ccc21 | 3
CCN1CCCC1CNS(=O)(=O)c1cc(Br)cc2c1N(C(C)=O)CC2 (stereo unspecified) | -6
O=C(Cn1ccc2ccccc2c1=O)NCC(=O)Nc1nc2ccccc2s1 | 0
CCCc1nnc(NC(=O)NCCN2C(=O)C3C4C=CC(C4)C3C2=O)s1 (stereo unspecified) | 0
CCCCOC(=O)c1cc(=O)[nH]c2ccccc12 | -2&0
O=C(Nc1cc(C(F)(F)F)ccc1N1CCCC1)c1ccc2c(c1)OCO2 | -3
Cc1cccc2nc(NC(=O)c3ccccc3F)sc12 | -9
CCN(CC)C(=O)c1ccc2c(=O)n(-c3ccc(F)cc3)c(=S)[nH]c2c1 | 0
COc1ccc(OC)c(C2/C(=C(\O)c3ccc4c(c3)OCCO4)C(=O)C(=O)N2CCCN(C)C)c1 (stereo unspecified) | -1
Cc1cc(C)c(S(=O)(=O)Nc2cc(C(C(=O)OC(C)C)C(=O)C(F)(F)F)c(O)c3ccccc23)c(C)c1 (stereo unspecified) | -15
COCCN1C(=O)c2ccc(C(=O)O)cc2C1=O | -6
O=C(CCN1CCN(c2ccc(F)cc2)CC1)Nc1ccc(F)cc1 | 5
FC(F)(F)c1cccc(-c2nnc3ccc(C(F)(F)F)cn23)c1 | 10&-5
O=C1C2C3C=CC(O3)C2C(=O)N1c1ccccc1I (stereo unspecified) | -8

Additional records:
SMILES | 14-3-3 PPI
CC12COC3(C(=O)Nc4cccc(Cl)c4)CC1CCC32C (stereo unspecified) | 2
O=C(CSc1c2c(nc3ccc(Cl)cc13)CCCC2)NCc1cccs1 | -3
O=[N+]([O-])c1ccc(N2COc3ccc4ccccc4c3C2)c(Br)c1 | -39
COCCOC(=O)C1=C(C)NC2=C(C(=O)CC(c3cccs3)C2)C1c1coc2ccc(C)cc2c1=O (stereo unspecified) | -6
CCOc1cc(C(=O)N2CCOCC2)ccc1OCc1ccccc1 | 1
Cc1ccc(S(=O)(=O)N(C(=O)NC(=O)Nc2ccccc2Cl)C2CCCCC2)cc1 | 2
CC(C)(C)c1ccc(C(=O)Nc2c3c(nn2-c2ccc([N+](=O)[O-])cc2)CSC3)cc1 | 0
COc1cc2c(cc1OC)C(COc1cc(C)cc(C)c1)N(C(=O)c1cc3ccccc3oc1=O)CC2 (stereo unspecified) | 0
CCc1nc(SCC(=O)Nc2ccccc2)n[nH]1 | 0
COC(=O)c1c(C)oc2ccc(N(C(=O)c3ccccc3Cl)S(=O)(=O)c3ccc(Cl)cc3)cc12 | -89
Cn1c(SCc2ccc(Br)cc2)nnc1-c1ccncc1 | -2
CCn1cc(SCC(=O)NCc2ccco2)c2ccccc21 | -6
C=CCNc1nc(CC(=O)OCC)cs1 | -53
O=C(c1cc2ccccn2n1)N1CCN(c2ccccn2)CC1 | -2
O=C(C1CC1)N1CCc2cc(S(=O)(=O)NCC3CCCO3)ccc21 (stereo unspecified) | -6
CC1CCCC(C)N1C(=O)C1CC(c2ccc(F)cc2)=NO1 (stereo unspecified) | 1
O=C(c1ccco1)N1CCN(C(=O)c2cccs2)CC1 | -1
COc1ccc(OC)c(S(=O)(=O)Nc2cc(C(=O)O)ccc2N2CC3CC(C2)c2cccc(=O)n2C3)c1 (stereo unspecified) | 4
Oc1ccc(-c2cccc(-c3ccc(O)cc3)n2)cc1 | 5
CCCCOc1ccccc1-c1cc(C(=O)O)[nH]n1 | -4&0
COc1ccc(S(=O)(=O)N2CCN(C(=O)c3ccccc3[N+](=O)[O-])CC2)cc1 | 0
CC1CCN(C(=S)Oc2ccc(C(=O)Nc3cccc([N+](=O)[O-])c3)cc2)CC1 | 9
NC(=O)c1ccc(N=c2oc3ccc(Br)cc3cc2C(N)=O)cc1 | 9
CSc1ccc(C2C3(C#N)C(N)=NC4(OCCO4)C23C#N)cc1 (stereo unspecified) | -1
CCOc1ccc(C(=O)Nc2cccc(-c3nc4ccccc4o3)c2)cc1Cl | -113
Cc1ccsc1CN1CC(=O)N(c2cccc(Cl)c2C)C1=S | 0
CCCCOC(=O)C1=C(C)NC2=C(C(=O)CC(C)(C)C2)C1c1ccc(CC)cc1 (stereo unspecified) | 1
CC(=O)c1ccc(NS(=O)(=O)Cc2ccccc2)cc1 | -1
Cc1ccc(C(C)C)c(OCC(=O)Nc2ccc(Cl)cn2)c1 | -5
COc1ccccc1OCCNc1cc(N2CCCCC2)ccc1[N+](=O)[O-] | 4
c1coc(CN=C2NC(=NCc3ccco3)c3ccccc32)c1 | -5
CS(=O)(=O)Nc1cccc(C(=O)CC2(O)C(=O)Nc3ccccc32)c1 (stereo unspecified) | 0
Cc1cccc(C)c1Nc1c(CN2C(=O)c3ccccc3C2=O)nc2ccc(Cl)cn12 | 0

A different layout for 4 compounds above:
SMILES,14-3-3 PPI
CC(=O)c1ccc(NS(=O)(=O)Cc2ccccc2)cc1,-1
Cc1ccc(C(C)C)c(OCC(=O)Nc2ccc(Cl)cn2)c1,-5
COc1ccccc1OCCNc1cc(N2CCCCC2)ccc1[N+](=O)[O-],4
c1coc(CN=C2NC(=NCc3ccco3)c3ccccc32)c1,-5

Looked up above:
Cc1ccc(C(C)C)c(OCC(=O)Nc2ccc(Cl)cn2)c1 – 14-3-3 PPI: -5
CC(=O)c1ccc(NS(=O)(=O)Cc2ccccc2)cc1 – 14-3-3 PPI: -1
